Screening results: PubChem BioAssay, several laboratories
APP 5'UTR act: APP 5'UTR luciferase reporter activation. SH-SY5Y APP 5'UTR luciferase reporter, luminescence; zero percent = DMSO vehicle wells. activation, % at 2 µM. 190,000 tested, 1% active;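 active means activation above a set limit, based on mean plus 3 SD of controls, cut at about 140% in these data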; further: values of inactives mirror those of a sister screen read the other way
STAT1 act: increases IFN-gamma driven STAT1 reporter signal; AID 932; activation (% of control), % at 5.5 µM; 200,000 tested, 2.6% active; NIH 3T3 STAT1-luciferase reporter, luminescence; 100% = IFN-gamma alone, no compound;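 active means activation above the screen-wide mean activation plus 3 SD, cut at about 130% in these data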;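 further: raw ratio to IFN-gamma control signal so 100% means no change and 0% no light; values of inactives mirror those of a sister screen read the other way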
STAT3 activator: activators of IL-6 induced STAT3 signaling | 190,000 tested, 0.91% active | U3A cells, IL-6 STAT3-luciferase reporter, luminescence; 100% = signal with IL-6 EC80 alone | activation (% of control), % at 5.6 µM;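 active means activation above the screen-wide mean of compound activation plus 3 SD, cut at about 130% in these data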;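 further: 0% = background luminescence of wells with medium and substrate only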
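Test system: human U3A cells carrying STAT3-luciferase construct; control set: IL-6-only wells as 100% reference; timing: compound pre-incubation 1 h before IL-6, then 6 h stimulation at 37 °C; also added: IL-6 stimulus at 33 ng/mL final; evaluation: % activation versus median of IL-6-stimulated wells; detection: reporter luminescence signal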
RAM network inh: yeast RAM network inhibition; S. cerevisiae dse1pr::URA3 reporter, 5-FOA growth OD615, 2 d; analog-sensitive cbk1-as2 kinase mutant strain; AID 868; inhibition, % at 50 µM; 190,000 tested, 1.8% active;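 active means inhibition above a set limit, 3 SD over mean compound inhibition, cut at about 8.4% in these data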;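 further: 0% = DMSO-only wells with no growth and 100% = 10 µM 1-NA-PP1 full growth; inhibition rescues growth on 5-FOA so higher OD means more RAM inhibition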
NF-kB neuron act: NF-kB expression increase, human neuronal cells | NF-kB reporter expression; active compounds read high | fold change at 12.5 µM | 190,000 tested, 1.6% active; in the data active means fold change above about 3.3
STAT3 blocker: STAT3 signaling inhibition; U3A cells, IL-6 STAT3-luciferase reporter, luminescence; host cell line lacks STAT1; inhibition, % at 5.5 µM; 190,000 tested, 0.89% active; AID 862;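 active means inhibition above the mean inhibition across all screened compounds plus 3 SD, cut at about 44% in these data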;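 further: 0% = DMSO only wells and 100% = 100 µM nifuroxazide control wells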
Hsp70 act: Hsp70 transcriptional activation, primary screen; HeLa Hsp70 promoter luciferase reporter, luminescence; scaled: vehicle 0, proteasome-inhibitor control 100%; activation, % at 10 µM; 200,000 tested, 0.04% active; AID 1203;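 active means activation above the mean across all tested compounds plus 3 SD, cutoff set per campaign, cut at about 5.5% in these data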;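 further: 100% = MG132 at 30 µM as the positive control and 0% = DMSO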
APP 5UTR inh: APP translation inhibition. SH-SY5Y APP 5'UTR-luciferase reporter, luminescence. inhibition, % at 2 µM. 190,000 tested, 0.82% active. AID 1285;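 active means inhibition above a set limit, derived from the sample mean plus 3 SD, cut at about 45% in these data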; further: values of inactives mirror those of a sister screen read the other way
FLuc inhib CS: Photinus pyralis luciferase inhibition counter-screen; P08659; ATPLite firefly luciferase biochemical luminescence, 10 min; inhibition, % at 10 µM; 200,000 tested, 1.5% active;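 active means inhibition above about 50% when tested at 10 µM, limit read from the data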
Target sequence (P08659 whole entry, looked up): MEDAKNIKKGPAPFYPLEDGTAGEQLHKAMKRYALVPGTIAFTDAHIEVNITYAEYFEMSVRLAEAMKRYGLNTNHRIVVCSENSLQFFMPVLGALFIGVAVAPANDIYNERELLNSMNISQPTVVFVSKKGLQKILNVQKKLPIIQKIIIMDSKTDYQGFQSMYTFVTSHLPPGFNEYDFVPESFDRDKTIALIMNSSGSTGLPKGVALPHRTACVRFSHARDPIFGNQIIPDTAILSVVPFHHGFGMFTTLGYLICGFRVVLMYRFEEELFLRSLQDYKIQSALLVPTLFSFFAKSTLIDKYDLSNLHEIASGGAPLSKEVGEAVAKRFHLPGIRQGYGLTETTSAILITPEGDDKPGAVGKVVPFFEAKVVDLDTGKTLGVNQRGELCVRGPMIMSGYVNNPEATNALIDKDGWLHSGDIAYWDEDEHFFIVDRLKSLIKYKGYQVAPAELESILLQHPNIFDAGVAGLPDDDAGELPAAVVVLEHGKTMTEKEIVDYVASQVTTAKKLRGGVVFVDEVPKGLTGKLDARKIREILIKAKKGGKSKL
STAT1 inh: reduces IFN-gamma driven STAT1 reporter signal; NIH 3T3 STAT1-luciferase reporter, luminescence; inhibition, % at 5.5 µM; 200,000 tested, 0.35% active; AID 920;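 active means inhibition above a set limit, the mean inhibition across all tested compounds plus 3 SD, cut at about 34% in these data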;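 further: 0% = IFN-gamma with DMSO and 100% = IFN-gamma with 300 µM nifuroxazide; values of inactives mirror those of a sister screen read the other way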
* hit, by the source's call; . = not tested or not shown.

Under each structure – APP 5'UTR act, STAT1 act, STAT3 activator, RAM network inh, NF-kB neuron act, STAT3 blocker, Hsp70 act, APP 5UTR inh, FLuc inhib CS, STAT1 inh
1: Cc1ccc(C2NC(=O)NC(O)(C(F)(F)F)C2C(=O)c2ccccc2)o1 (stereo unspecified)
  3, 100, 104, 0.0, 1.1, -2, -0.1, -3, -3, -1
2: O=C(CSc1nc2ccsc2c(=O)n1CC1CCC(C(=O)O)CC1)c1ccc(F)cc1 (stereo unspecified)
  4, 95, 92, 2.0, 1.3, 10, -0.3, -4, 0, 6
3: Cc1ccc(NC(=S)/N=C(\N)Nc2nc(C)c3cc(C)ccc3n2)c(C)c1
  7, 104, 99, 3.1, 0.93, 1, -0.1, -7, -5, -4
4: CCOC(=O)C1=C(C)N=C2SC(C)C(=O)N2C1c1ccc(C(=O)OC)cc1 (stereo unspecified)
  0, 104, 105, 2.4, 1.2, -1, -0.4, 0, -1, -5
5: COc1ccc(Br)cc1S(=O)(=O)NCCN1CCOCC1
  0, 97, 97, 2.0, 1.1, 10, 0.0, 0, -8, 2
6: O=C(CSc1nc2ccccc2c(=O)n1CCCN1CCOCC1)NC12CC3CC(CC(C3)C1)C2
  9, 108, 104, 0.9, 0.96, -4, 0.0, -9, 2, -8
7: S=C(NCc1ccco1)N/N=C/c1ccc(Cl)cc1
  7, 98, 96, 2.8, 1.1, 8, -0.1, -8, -6, 2
8: O=c1cc(CO)oc(CN2CCN(CCO)CC2)c1O
  ., 99, 96, 0.8, 1, 3, -0.3, ., -2, 1
9: O=C1C2(CCC13COC(c1ccc(O)cc1)OC3)COC(c1ccc(O)cc1)OC2 (stereo unspecified)
  4, 100, 107, 1.5, 1.2, 0, -0.1, -4, -2, -1
10: CC1=C(C(N)=O)C(c2ccccc2)n2nc(-c3cccs3)nc2N1 (stereo unspecified)
  19, 106, 113, 1.4, 1.4, -7, 0.2, -19, -4, -6
11: O=C(NCCN1C(=O)C2C3C=CC(C3)C2C1=O)Nc1ccccc1 (stereo unspecified)
  ., 94, 94, 0.9, 1.4, 16, -0.2, ., 4, 6
12: N#Cc1ccccc1Cn1c(=O)n(-c2ccc(CC(=O)NCc3ccco3)cc2)c(=O)c2sccc21
  -9, 90, 102, 0.6, 1.1, -4, 0.0, 9, -6, 8
13: COc1ccc(S(=O)(=O)Nc2cc(OC)c(NC(=O)c3ccco3)cc2OC)cc1
  -5, 104, 96, 1.8, 0.89, 9, -0.3, 5, -6, -5
14: COCC(=O)Nc1nnc(COc2ccccc2)s1
  2, 97, 101, 1.2, 1.7, 4, -0.1, -2, -5, 3
15: Cc1cccc(CC2SC(N)=NC2=O)c1 (stereo unspecified)
  7, 94, 101, 1.7, 1.4, 1, -0.3, -7, -6, 5
16: O=c1[nH]oc(O)c1-c1ncc(C(F)(F)F)cc1Cl
  -5, 100, 109, 0.6, 1, -6, -0.1, 5, -4, -2
17: Cc1cccc(Nc2c(F)c(F)c(F)c(F)c2C(=O)O)c1
  -12, 99, 103, 2.8, 1.2, 3, -0.4, 12, -8, -1
18: O=C(NC12CC3CC(CC(C3)C1)C2)N1CCC(O)CC1
  1, 94, 105, 0.3, 1.3, -5, 0.0, -1, -2, 3
19: O=C(c1ccccc1)c1cc([N+](=O)[O-])ccc1N1CCCC1
  12, 106, 111, 0.8, 1.7, -12, -0.3, -12, -7, -6
20: S=c1[nH]nc(-c2ccccc2Cl)n1CC1CCCO1 (stereo unspecified)
  5, 97, 102, 0.8, 1.2, 0, -0.3, -5, -5, 1
21: C=CCC(C(=O)OC)(C(=O)OC)c1ccc([N+](=O)[O-])cc1[N+](=O)[O-]
  7, 96, 104, 0.5, 1.1, 0, -0.1, -7, -9, 1
22: Clc1cncc(Cl)c1N/N=C/c1ccncc1
  2, 116, 87, 0.3, 1.1, 14, -0.5, -2, 17, -15
23: Nc1c(Cl)ncnc1N1CCOCC1
  2, 106, 100, 1.6, 1.4, 10, -0.1, -2, -9, -7
24: CCCOC(=O)C(C)n1cnc2sc(C)c(C)c2c1=O (stereo unspecified)
  -10, 104, 103, -0.7, 1.2, -7, -0.1, 10, -4, -4
25: CCOC(=O)C1=C(C)NC(=O)NC1c1ccccc1 (stereo unspecified)
  19, 101, 96, 2.2, 1.2, 2, -0.1, -20, -6, -1
26: CCOc1cc(N2CCOCC2)c(OCC)cc1NC(=O)c1ccco1
  2, 100, 115, 0.2, 0.85, -11, 0.0, -2, -5, -2
27: Cc1cccc(NC(=O)c2cc(=O)n(Cc3ccccc3)c(=O)[nH]2)c1
  8, 95, 97, 2.9, 1.1, 13, -0.3, -8, -4, 4
28: O=C(ON=C1CCN(c2ccc([N+](=O)[O-])cc2)CC1)c1ccccc1
  ., 102, 102, -1.1, 1.1, 4, -0.2, ., -5, -2
29: O=c1cc(-c2ccccc2)c2ccccc2[nH]1
  -6, 107, 102, 2.0, 1.4, 3, 0.0, 6, -3, -7
30: COC(=O)c1c(NS(=O)(=O)c2ccc3ccccc3c2)sc2c1CCCC2
  13, 93, 97, 2.9, 1.1, 0, 0.2, -13, 0, 7

Screen by screen, from the results shown.
Nos. 4 to 12 in NF-kB neuron act, in turn: 1.2, 1.1, 0.96, 1.1, 1, 1.2, 1.4, 1.4, 1.1
Nos. 4 to 12 in STAT3 blocker, in turn: -1, 10, -4, 8, 3, 0, -7, 16, -4

Back to the main list, starting 2 compounds before the break.
Under each structure – APP 5'UTR act, STAT1 act, STAT3 activator, RAM network inh, NF-kB neuron act, STAT3 blocker, Hsp70 act, APP 5UTR inh, FLuc inhib CS, STAT1 inh
29: O=c1cc(-c2ccccc2)c2ccccc2[nH]1
  -6, 107, 102, 2.0, 1.4, 3, 0.0, 6, -3, -7
30: COC(=O)c1c(NS(=O)(=O)c2ccc3ccccc3c2)sc2c1CCCC2
  13, 93, 97, 2.9, 1.1, 0, 0.2, -13, 0, 7
31: CCCn1c(SCC(=O)c2cc(OC)ccc2OC)nnc1-c1ccco1
  4, 101, 96, 2.1, 1, 10, 0.1, -4, -4, -1
32: Cc1ccc(C(=O)NCCOC23CC4CC(CC(C4)C2)C3)cc1
  13, 114, 105, 0.5, 1.2, 1, -0.5, -13, -3, -16
33: CCN(CC)c1ccc(CN(C(=O)c2ccco2)C2CCS(=O)(=O)C2)cc1 (stereo unspecified)
  -1, 101, 100, -0.6, 0.98, 5, -0.2, 1, 0, -1
34: Cc1oc(/C=N/NC(=O)CN(c2ccccc2Cl)S(C)(=O)=O)cc1Br
  3, 103, 96, 0.4, 1.3, 8, -0.2, -3, -5, -3
35: Cc1cc(C)cc(-n2c(C)cc(C(=S)N3CCOCC3)c2C)c1
  1, 92, 104, 5.0, 1, -6, -0.4, -1, -6, 8
36: CN(C)C(CNC(C(=O)Nc1ccc([N+](=O)[O-])cc1Br)c1ccccc1)c1ccccc1 (stereo unspecified)
  6, 103, 104, -1.1, 0.95, -3, -0.1, -6, -7, -6
37: Cc1ccc2[nH]c(=O)c(CN(CCCN3CCOCC3)C(=O)NC3CCCCC3)cc2c1
  -8, 103, 105, -0.2, 0.87, 0, 0.2, 8, -1, -3
38: COc1ccc(C2=NNC(c3cc(Cl)cc4c3OCOC4)C2)c(O)c1 (stereo unspecified)
  -2, 101, 87, 2.5, 1.1, 22, 0.8, 2, 5, -2
39: CCc1ccccc1NC(=O)Cn1nc(C(F)(F)F)c2c1CCC2
  14, 95, 104, 4.2, 1, -4, 0.2, -14, -8, -2
40: CN(C)/C=C(\C#N)C(=O)Nc1ccccc1
  1, 116, 88, 0.6, 1.6, 17, -0.3, -1, 10, -18
41: N#CC1=C(N)Oc2c(ccc3ccccc23)C1c1ccsc1 (stereo unspecified)
  57, 117, 138*, 1.1, 1.5, -47, 0.2, -57, -2, -19
42: Cc1ccccc1C1CC(c2cccs2)=NN1S(C)(=O)=O (stereo unspecified)
  -18, 98, 100, 5.2, 1.2, 8, 0.1, 18, -5, 1
43: Cc1nc2c(c(C)nn2-c2ccccc2)c(C)c1Cl
  -5, 102, 106, 0.8, 1.1, -2, -0.1, 5, -10, -2
44: COC(=O)c1cn(C)c2ccc(S(=O)(=O)N3CCCCC3)cc2c1=O
  1, 101, 100, 2.6, 1, 4, -0.4, -1, -2, -1
45: O=C(NCc1nnc2c3ccccc3c(-c3ccccc3)nn12)c1ccc(Cl)cc1
  12, 96, 98, 7.1, 0.74, 5, -0.3, -12, -6, 4
46: Nn1c(COc2ccccc2)nnc1SC(F)F
  16, 106, 108, 0.4, 1.1, -6, 0.0, -16, 0, -7
47: COC(=O)/C=C1\NC(=O)C(C)S1 (stereo unspecified)
  5, 98, 92, 0.9, 0.95, 13, 0.0, -5, 2, 1
48: Cc1nc(N2CCN(C(=O)c3ccc(Cl)cc3)CC2)c(C#N)c2c1COC(C)(C)C2
  26, 101, 88, 3.8, 0.8, 17, -0.3, -26, -8, 1
49: Nc1nc(/C=C/c2cccnc2)nc(-c2ccccc2O)n1
  -5, 87, 84, 0.5, 0.79, 22, -0.2, 5, 8, 14
50: CSc1nccc(-c2cc(Cl)sc2Cl)n1
  -21, 101, 94, 3.6, 0.97, 9, 0.0, 21, -3, -1
51: COc1ccc(NS(=O)(=O)c2cc(NC(=O)CNC(=O)c3cccc(OC)c3)ccc2C)cc1
  0, 88, 98, 5.3, 1.1, -1, 0.0, 0, -7, 13
52: CCOC(=O)CCn1nnc(N)n1
  -13, 102, 97, -0.7, 1.4, 8, -0.3, 13, -6, 0
53: Cn1nc([N+](=O)[O-])c(C(C#N)c2ccccn2)c(Cl)c1=O (stereo unspecified)
  10, 87, 98, 0.4, 0.84, 4, -0.1, -10, -4, 13
54: Cc1ccc(S(=O)(=O)N2CCN(Cc3ccccc3C(F)(F)F)CC2)cc1
  13, 97, 107, -0.4, 0.89, 1, -0.1, -13, -7, 3
55: Cc1cc(=O)cc(C)[nH]1
  10, 97, 98, 1.4, 1.6, 12, -0.4, -10, -5, 3
56: CC(Sc1nnc(Cc2ccc3c(c2)OCO3)o1)C(N)=O (stereo unspecified)
  19, 99, 102, 1.3, 1.5, 2, -0.3, -19, -3, 0
57: Cn1cnnc1SCCC(=O)Nc1ccccc1
  19, 96, 100, 0.5, 1.3, 6, -0.3, -20, -4, 4
